Screening data deposited in PubChem by several laboratories.
TRPC4 inh – TRPC4 (mouse) channel inhibition | AID 2247 | HEK293 TRPC4beta/mu-opioid, DAMGO-evoked Fluo4 calcium flux; stronger effect = lower value | B-score at 10 µM | Q9QUQ5 | actives 0.39% (n = 300,000);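 active means B-score over 3 SD under the library average, no early fluorescence shift, positive overall ratio signal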
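Assay system: TRPC4beta/mu-opioid receptor HEK293 cell line; compound dosing: single concentration per test compound; detection: Fluo4 Ca2+ flux fluorescence; evaluation: per-well B score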
MrgX1 antagonist – antagonists of human MrgX1 receptor; Q96LB2; MRGX1-HEK293 calcium flux, Fluo-4, BAM8-22 antagonism; stronger effect = lower value; B-score at 10 µM; actives 1.3% (n = 310,000);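 active means calcium-response B-score plate-corrected more than 3 library SD below zero, starting fluorescence within 5 deviations, no agonist response on first addition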;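 further: peak minus trough fluorescence over baseline after final BAM8-22 challenge near maximal dose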
Target sequence (Q96LB2 whole entry, looked up): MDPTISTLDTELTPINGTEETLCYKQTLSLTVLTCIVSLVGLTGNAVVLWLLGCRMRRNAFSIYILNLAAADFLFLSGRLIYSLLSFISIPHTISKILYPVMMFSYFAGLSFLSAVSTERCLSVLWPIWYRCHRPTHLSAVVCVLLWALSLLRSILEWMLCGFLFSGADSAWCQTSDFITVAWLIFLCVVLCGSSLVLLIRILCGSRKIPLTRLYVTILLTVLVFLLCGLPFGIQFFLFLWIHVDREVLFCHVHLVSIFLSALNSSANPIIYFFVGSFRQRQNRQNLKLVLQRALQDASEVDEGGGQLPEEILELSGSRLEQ
TRPC6 act – mouse TRPC6 channel activation; Q61143; HEK293-TRPC6 membrane potential dye fluorescence; stronger effect = higher value; B-score at 10 µM; actives 0.13% (n = 310,000); AID 2550;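 active means B-score of the integrated fluorescence ratio above library mean plus 3 SD, and starting fluorescence ratio within library mean plus 5 SD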;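 further: higher score means more depolarization so channel activation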
SKKanGAS inh – SKKanGAS growth inhibition | AID 1662 | actives 1.3% (n = 300,000) | inhibition, % at 7.5 µM | S. pyogenes SKKanGAS, kanamycin growth, BacTiter-Glo, 6 h;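 active means mean replicate score, as percent of positive control median, at least 50; inconclusive means mean below 50 but one replicate at or above 50; inactive means mean and every replicate below 50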;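 further: strain carries kanamycin resistance gene driven by streptokinase promoter and grows in 40 µg/ml kanamycin; loss of luminescence reflects streptokinase promoter inhibition or plain growth inhibition; 0% = median of DMSO wells and 100% = positive control at its reference dose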
TRPC4 agonist – TRPC4 (mouse) channel activation; Q9QUQ5; HEK293 TRPC4beta/mu-opioid, Fluo4 calcium fluorescence; stronger effect = higher value; B-score at 10 µM; actives 0.49% (n = 310,000); AID 2237;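 active means B-score above 5 SD of library B-scores, and initial fluorescence ratio not above library mean plus 5 SD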;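 further: positive B-score marks a calcium rise read as TRPC4 activation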
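Test system: HEK293 cells stably co-expressing mouse TRPC4beta and mu-opioid receptor | Schedule: Fluo4 dye loading 45 min at room temperature, 110 s recording | Measured by: Kinetic Fluo4 calcium fluorescence, 5 s baseline at 1 Hz | Evaluation: B score of integrated ratio | Controls: Buffer (low) and maximal DAMGO (high)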
TRPC6 inhibitor – inhibitors of mouse TRPC6 channel; Q61143; HEK293-TRPC6, membrane potential dye, ACh-evoked depolarization; stronger effect = lower value; B-score at 10 µM; actives 1.1% (n = 310,000);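 active means B-score under library mean minus 3 SD, initial fluorescence not abnormally high, positive integrated signal ratio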;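 further: B-score derived from integrated fluorescence ratio over the kinetic read; more negative B-score means stronger inhibition of depolarization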
aSyn UTR inh – MLPCN primary screen, SNCA 5' untranslated region; inhibition, % (tested at 7.5 µM); actives 0.82% (n = 300,000); alpha-synuclein 5'UTR reporter, inhibitor activity; in the data active means inhibition above about 60%; inconclusive means no clear call, values can overlap the other calls;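 further: H4 neuroglioblastoma cells stably carrying SNCA 5'UTR luciferase fusion; 0% = DMSO wells and 100% = positive control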
KLF5 inhibitor – suppresses KLF5 promoter-driven expression; AID 1700; actives 0.23% (n = 290,000); DLD-1 KLF5 promoter-luciferase reporter, luminescence; inhibition, % at 5 µM;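 active means inhibition above a per-plate limit of that plate's mean compound inhibition plus 3 SD, cut at about 60% in these data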;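 further: 0% = DMSO wells and 100% = LY294002 at 200 µM; higher means less KLF5 promoter-driven luciferase light; inactives centre near -14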
HIF activator – HIF pathway transcriptional activation | U2OS HRE-luciferase reporter, luminescence; normalized: DMSO 0%, desferrioxamine 100% | activation, % at 7.5 µM (by protocol) | actives 0.32% (n = 300,000) | AID 1910;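 active means mean activation of at least 10% of the iron chelator positive control signal, with at least half of replicates also reaching 10%; inconclusive means mean and replicate majority disagree about reaching 10%; inactive means mean and most replicates under 10%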
IEC-6 tox – kills IEC-6 intestinal cells in KLF5 counter-screen; IEC-6 cytotoxicity, luminescence viability; inhibition, % at 5 µM; actives 0.78% (n = 290,000); AID 1825; in the data active means inhibition above about 22%;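 further: 0% = plate median of test compound wells and 100% = cytotoxic reference compound wells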
TRPC4 potent – TRPC4 (mouse) allosteric potentiation | HEK293 TRPC4beta/mu-opioid, DAMGO EC20, Fluo-4 Ca2+ flux; stronger effect = higher value | B-score at 10 µM | actives 0.42% (n = 310,000);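 active means B-score of calcium response area above 5 SD of library B-scores, with initial fluorescence ratio within 5 SD of library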;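 further: B-score of integrated fluorescence ratio over time as area under calcium response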
* hit, by the source's call; i = inactive; u = inconclusive; x = not tested or not shown.

mol	TRPC4 inh	MrgX1 antagonist	TRPC6 act	SKKanGAS inh	TRPC4 agonist	TRPC6 inhibitor	aSyn UTR inh	KLF5 inhibitor	HIF activator	IEC-6 tox	TRPC4 potent
COC(=O)c1cccc(Cn2c(Cl)c(/C=N/NC(=O)c3ccccc3Cl)sc2=O)c1	i	i	i	19.6	i	i	-2.9	0.7	-0.7	0.8	i
CCCCCCn1c(=O)c(Cc2ccccc2)c(O)c2ccccc21	i	i	i	32.7	i	i	0.9	-5.5	-0.3	-4.2	i
O=C1CCCN1c1ccc(C(=O)N(Cc2nnc(-c3ccccc3Cl)o2)C2CC2)cc1	i	i	i	2.6	i	i	-4.8	x	0.1	x	i
CN(C)S(=O)(=O)c1ccc(S(=O)(=O)NCc2cccs2)cc1	i	i	i	-1.4	i	i	13.2	-23.9	-0.2	0.4	i
CC1CN(c2oc(Cc3cccc4ccccc34)nc2C#N)CC(C)O1 (stereo unspecified)	i	i	i	0.3	i	i	29.5	-3.4	0.1	1.9	i
CC(=O)c1cn(CC(=O)Nc2ccc(C)cc2)c2ccccc12	i	i	i	5.9	i	i	12.8	-35.6	0.2	4.7	i
CCCC(CCC(=O)Nc1nccs1)C(=O)O (stereo unspecified)	i	i	i	-2.2	i	i	-15.0	-15.7	0.2	-2.2	i
COC(=O)N/N=C/c1c(C)cc(C)cc1C	i	i	i	-0.2	i	i	-12.9	17.0	0.1	1.3	i
CCCOc1ccc(/C=N/Nc2ccccn2)cc1OC	i	i	i	-2.7	i	i	-176.9	-27.2	6.1	11.8	i
Cc1noc(C)c1COc1cccc(C(=O)Oc2ccc3c(c2)OCO3)c1	i	i	i	3.1	i	i	-28.3	1.3	x	0.0	i
Cc1ccc(NC(=O)COC(=O)c2cccc3c(=O)c(C)c(-c4ccccc4)oc23)cc1	i	i	i	18.9	i	i	14.1	-18.1	0.0	-1.1	i
CCOC(=O)c1c(N)n[nH]c1-c1ccccc1	i	i	i	0.3	i	i	-16.7	-11.1	0.3	5.4	i
CCCOc1cccc(C2C(C(=O)c3ccco3)=C(O)C(=O)N2CCCn2ccnc2)c1 (stereo unspecified)	i	i	i	-4.2	i	i	-0.1	3.0	39.0*	-0.7	i
CN1C(=O)c2ccc(S(=O)(=O)c3ccc(C(=O)O)cc3)cc2C1=O	i	i	i	-6.9	i	i	-6.3	1.0	-0.5	-7.4	i
CCCN(CC1CC1)S(=O)(=O)c1ccc(-n2cnnn2)c(OC)c1	i	i	i	-2.2	i	i	6.3	-14.4	-0.2	-3.1	i
COc1cnc(-c2ccccc2)nc1Oc1ccc(C(C)(C)C)cc1	i	i	i	93.3*	i	i	16.3	2.2	-0.3	-2.2	i
CC(C)CNC(=O)C1CCN(c2ccc(S(=O)(=O)N3CCOCC3)cc2[N+](=O)[O-])CC1	i	i	i	0.6	i	i	24.4	-4.3	-0.4	-0.6	i
O=C(NCc1ccncc1)C1CCCCC1	i	i	i	-0.9	i	i	-2.5	-36.5	-0.5	-1.1	i
Cc1cccc(-n2c(-c3cccc([N+](=O)[O-])c3)nc3nc4ccccc4nc32)c1	i	i	i	3.4	i	i	-5.1	-6.4	-0.5	2.1	i
Cn1c(SCC(=O)N2CCN(c3cccc(Cl)c3)CC2)nnc1-c1ccncc1	i	i	i	-10.7	i	i	22.0	-19.8	-0.2	-1.5	i
O=C(O)/C(=C\c1ccc2ccccc2c1)c1cccc2ccccc12	i	i	i	u	i	i	-10.6	x	-0.2	x	i
CC1(C)Nc2ccccc2C(=O)N1NC(=O)c1ccccc1	i	i	i	12.6	i	i	-21.6	-4.6	-0.8	1.2	i
O=C(COC(=O)/C=C/C(=O)OCC(=O)Nc1ccccc1F)Nc1ccccc1F	i	i	i	-12.6	i	i	-11.8	-32.0	-0.5	-3.9	i
Cc1ccc(Nc2nc(N)c([N+](=O)[O-])c(N3CCOCC3)n2)cc1C	i	i	i	-0.6	i	i	-53.4	-18.8	0.2	4.5	i
O=c1[nH]c2ccc(NC(=S)Nc3ccc(F)cc3)cc2[nH]1	i	i	i	1.6	i	i	-9.0	-38.2	0.3	-8.9	i
CCOC(=O)C1CCN(S(=O)(=O)c2cc(Br)cc3c2N(C(C)=O)C(C)C3)CC1 (stereo unspecified)	i	i	i	2.1	i	i	-16.8	3.4	-0.1	-6.5	i
CCCS(=O)(=O)c1c(S(=O)(=O)CCC)c2cnccn2c1C(=O)c1ccc(OC)cc1	i	i	i	-5.1	i	i	-0.6	-27.4	-1.0	-2.8	i
CCOC(=O)C1=C(C)N(C)C(=S)NC1c1cc(OC)ccc1OC (stereo unspecified)	i	i	i	1.6	i	i	-20.7	-30.5	-0.2	3.6	i
CCOC(=O)c1c(-c2ccc(OC)cc2)cn2ccccc12	i	i	i	4.3	i	i	1.4	-50.4	0.0	-3.7	i
O=C(O)c1ccc(-n2[nH]c3c(c2=O)CCCC3)cc1	i	i	i	-17.0	i	i	9.7	-21.4	0.0	-4.9	i

Carrying on.
mol	TRPC4 inh	MrgX1 antagonist	TRPC6 act	SKKanGAS inh	TRPC4 agonist	TRPC6 inhibitor	aSyn UTR inh	KLF5 inhibitor	HIF activator	IEC-6 tox	TRPC4 potent
CCOc1ccc(-c2cc(CCCC(=O)N3CCN(c4ccc(OC)cc4)CC3)no2)cc1	i	i	i	-1.6	i	i	47.7	2.4	-2.8	-2.0	i
Cc1csc(C(=O)O)c1-n1cccc1	i	i	i	-8.8	i	i	9.2	-20.2	0.5	6.1	i
C=CCn1c(SCC(=O)Nc2ncc(Cc3cc(C(F)(F)F)ccc3Cl)s2)nnc1-c1ccncc1	i	i	i	-4.7	i	i	21.0	5.8	0.0	6.4	i
COc1c(OC2OC(C(=O)O)C(O)C(O)C2O)cc(O)c2c(=O)cc(-c3ccccc3)oc12 (stereo unspecified)	i	i	i	7.9	i	i	13.4	-6.7	1.6	-1.2	i
S=c1[nH]nc(COc2ccccc2)n1/N=C/c1ccc(Cl)c(Cl)c1	i	i	i	8.9	i	i	12.5	-43.9	0.3	-4.8	i
CCc1ccc(NC(=O)CCc2c(C)nn(-c3ccc(N4CCOCC4)nn3)c2C)cc1	i	i	i	3.5	i	i	-28.4	-54.5	1.7	-2.4	i
C=COCCNC(=S)Nc1cccc(Cl)c1	i	i	i	-4.8	i	i	-16.4	-16.7	-0.1	-4.9	i
Cc1cc(C)n2nc(C(=O)OCC(=O)c3c[nH]c4ccccc34)nc2n1	i	-5.49*	i	11.2	i	i	-0.7	0.7	-0.8	5.1	i
Cc1ccc(-n2c(-c3nn(C)cc3Cl)n[nH]c2=S)cc1	i	i	i	2.5	i	i	-18.8	-16.1	0.0	6.4	i
O=C(Oc1c(CN2CCOCC2)cc(Cl)c2cccnc12)c1ccccc1	i	i	i	11.5	i	i	44.8	-15.4	-0.1	25.7*	i
O=C(NC1CCCC1)c1ccc(CSCc2ccccc2F)o1	i	i	i	-6.4	i	i	-62.6	6.3	0.6	-2.2	i
CC(=O)Nc1nc(-c2ccc3c(c2)OCO3)cs1	i	i	i	3.4	i	i	-129.9	-159.3	2.6	-4.3	i
CC1CCN(C(=O)C2Cc3ccccc3CN2S(=O)(=O)c2ccc(F)cc2)CC1 (stereo unspecified)	i	i	i	3.7	i	i	-8.5	-5.8	-0.4	-4.9	i
Cc1c(Cl)c([N+](=O)[O-])nn1CC(=O)NCc1cccs1	i	i	i	3.9	i	i	-4.0	2.3	-0.3	-0.1	i
CCCC(=O)N1CCN(c2ccc(NC(=O)c3ccc([N+](=O)[O-])o3)cc2Cl)CC1	i	x	i	3.2	i	i	-118.0	-41.0	-5.1	0.2	i
COc1ccc(S(=O)(=O)N2CCC(C(=O)Nc3c(F)cccc3F)CC2)cc1	i	i	i	-3.9	i	i	8.2	-3.6	-0.1	-2.2	i
Cc1c(NC(=O)c2cnn3cccnc23)c(=O)n(-c2ccccc2)n1C	i	i	i	-0.1	i	i	6.8	7.3	-0.1	0.4	i
COc1ccc(OC)c2c1nc1n2CCS1	i	i	i	1.5	i	i	19.6	-18.8	-0.2	1.5	i
O=C(NC1CCN(Cc2ccccc2)CC1)C12CC3CC(CC(C3)C1)C2	i	i	i	-5.9	123*	i	4.5	-19.3	0.2	-0.6	i
COc1ccc(C(CNC(=O)c2ccc3c(c2)C(=O)N(CCC(C)C)C3=O)N2CCOCC2)cc1 (stereo unspecified)	i	i	i	-1.7	i	i	-8.5	-17.8	-0.2	3.7	i
Cc1nc(Nc2ccccc2)sc1C(=O)Nc1ccccc1	i	i	i	-6.5	i	i	-102.4	-81.2	4.5	6.3	i
CCOc1cc(CO)c(Br)cc1OCC(=O)O	i	i	i	10.1	i	i	-0.5	-11.3	-0.6	2.6	i
NC(=O)c1cc2cc(Cl)ccc2oc1=Nc1cccc(C(F)(F)F)c1	i	i	i	0.1	i	i	10.8	-0.6	0.4	-13.3	i
CCC(C)(C)N1CC(=O)N(Cc2ccccc2)C(c2ccc(OC)cc2)C1=O (stereo unspecified)	i	i	i	-3.9	i	i	-5.8	-33.5	-0.3	3.3	i
CCc1nnc(NC(=O)Cc2ccc(OC)cc2)s1	i	i	i	-8.3	i	i	-3.7	-49.2	-0.1	-2.0	i
Fc1ccc(-c2cc(-c3ccccc3)nc(-n3cccn3)n2)cc1	i	i	i	-1.5	i	i	-2.9	-23.8	0.0	-9.0	i
COc1ccc2oc(C(=O)OCC(=O)Nc3cccc(S(=O)(=O)N4CCOCC4)c3)c(C)c2c1	i	i	i	27.6	i	i	2.8	x	-0.1	x	i
O=C(COC(=O)C1=COCCO1)NC1CCCCC1	i	i	i	-0.2	i	i	-10.8	x	-23.0	x	i
COC(=O)c1ccc(NC(=O)c2cccc(NC(=O)c3ccccc3)c2)cc1	i	i	i	1.6	i	i	-47.0	4.0	0.9	5.8	i
Cc1ccccc1NC(=O)CC1S/C(=N/c2nccs2)N(C)C1=O (stereo unspecified)	i	i	i	-6.5	i	i	-1.7	-18.1	0.1	-2.1	i
